Myeloid diff 2 – compounds promoting myeloid differentiation | 1% of 360,000 active | calls only at 10 µM | ER-HoxA9 myeloid progenitors, lysozyme-GFP differentiation, flow cytometry | AID 624256;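 active = normalized GFP-positive differentiation at or above the plate's own cutoff, the solvent-only control mean plus 3 SD; inconclusive = no clear call, values can overlap the other calls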;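 note: cells exposed to compound for four days before flow analysis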
NTR1 agonist – agonists of NTR1, primary screen, imaging, U2OS cells, beta-arrestin-GFP, high content (AID 493036) | P30989 | NTR1-U2OS beta-arrestin-GFP spot imaging, agonist mode | activation, % at 20 µM | 0.17% of 330,000 active;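 active = activation at or above 40% of the spot to cytoplasm intensity ratio, with at least 20 cells analyzed; inconclusive = wells under 20 cells, flagged as cytotoxic or low count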;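 note: 0% = DMSO without peptide and 100% = 100 nM NTR1 peptide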
Target sequence (P30989 whole entry, looked up): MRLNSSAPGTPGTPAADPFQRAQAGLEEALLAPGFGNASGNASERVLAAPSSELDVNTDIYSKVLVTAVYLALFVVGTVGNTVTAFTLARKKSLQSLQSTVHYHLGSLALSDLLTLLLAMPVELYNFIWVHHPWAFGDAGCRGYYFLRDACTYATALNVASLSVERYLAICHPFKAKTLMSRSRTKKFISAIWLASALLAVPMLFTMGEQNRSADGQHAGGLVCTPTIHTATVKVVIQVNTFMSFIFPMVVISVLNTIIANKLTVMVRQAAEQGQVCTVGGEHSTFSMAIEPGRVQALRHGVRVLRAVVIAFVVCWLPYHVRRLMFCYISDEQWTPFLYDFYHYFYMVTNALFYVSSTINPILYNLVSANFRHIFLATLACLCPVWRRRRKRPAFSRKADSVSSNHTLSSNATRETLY
Rac1 GTP hydrolysis – MgcRacGAP GTPase-activating activity inhibitors, confirmation, biochemical, ADP Hunter fluorescence; MgcRacGAP-stimulated Rac1 GTP hydrolysis, ADP Hunter fluorescence; higher % means a stronger effect; GST-tagged Rac1 F28L mutant substrate; inhibition, % at 30 µM, or IC50 in µM where a hit was titrated; 0.6% of 340,000 active;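 active = first-screen hits whose inhibition reached a set limit at any dose in the follow-up dose series; inconclusive = inhibition above the set first-screen limit but never retested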;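 note: fluorescence reports GDP produced by GAP-driven GTP hydrolysis; strong numbers were not always called active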
SIAH1 antagonists – blockers of Siah-1 interaction with plectin peptide – biochemical, fluorescence polarization, rhodamine-plectin, uHTS, primary screen (AID 1817) | one-dose displacement, % at 20 µM; IC50 in µM for titrated hits | 0.02% of 290,000 active | Siah-1 / rhodamine-plectin peptide fluorescence polarization; higher % means a stronger effect;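 active = displacement of at least 50% at 20 µM, with a fluorescence ratio check between 0.3 and a set limit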;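 note: plate controls were Siah plus tracer with DMSO for no effect and tracer alone without Siah for full effect; strong numbers were not always called active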
GPR35 arrestin U2OS – inhibition of zaprinast-stimulated GPR35 beta-arrestin translocation – imaging, U2OS, beta-arrestin-GFP, zaprinast agonist, primary screen (AID 2058). U2OS GPR35 beta-arrestin-GFP translocation imaging, zaprinast antagonism; higher % means a stronger effect. one-dose inhibition, % at 10 µM; IC50 in µM for titrated hits. 0.052% of 290,000 active;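 active = inhibition of at least 50% with at least 30 cells and total cytoplasm GFP at most 10,000,000; inconclusive = under 30 cells or total GFP of 10,000,000 plus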
GPR55 LPI antagonism – GPR55 antagonists blocking LPI-driven arrestin recruitment, primary screen, imaging, U2OS, beta-arrestin-GFP, LPI agonist (AID 2013). U2OS GPR55 beta-arrestin-GFP translocation imaging, LPI antagonism; higher % means a stronger effect. one-dose inhibition, % at 10 µM; IC50 in µM for titrated hits. 0.13% of 290,000 active;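 active = spots per cell inhibited over 60%, with over 100 cells counted and total cytoplasm intensity under 500,000; inconclusive = wells with under 100 cells, flagged as likely toxic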;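 note: U2OS cells stably carrying GPR55 and arrestin-GFP stimulated by 5 µM LPI near EC80; imaged beta-arrestin-GFP aggregate spots per cell after agonist stimulation; plate controls were LPI-stimulated DMSO wells for no effect and DMSO wells without LPI for full effect; some results filed as inactive read as strong as hits; confirmed hits need IC50 under 10 µM and bright autofluorescent wells are also inconclusive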
PhoP inhibition – PhoP-dependent GFP reporter repression – Salmonella Typhimurium, primary screen (AID 1863); S. Typhimurium PhoP-regulated promoter GFP reporter, 4 h; higher % means a stronger effect; inhibition, % at 50 µM, or IC50 in µM where a hit was titrated; 0.16% of 300,000 active;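 active = inhibition over 29.93%, a cutoff 3 SD above the screen mean, later confirmed by dose response; inconclusive = inhibition over 29.93% but no dose response follow-up; inactive = inhibition at most 29.93% or unconfirmed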;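 note: 0% = low Mg2+ inducing control and 100% = high Mg2+ repressing control; strong numbers were not always called active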
LYP phosphatase – PTPN22 lymphoid phosphatase activity blockers – biochemical, fluorescence intensity, uHTS (AID 1779). inhibition, % at 11.5 µM, or IC50 in µM where a hit was titrated. 0.054% of 290,000 active. recombinant LYP phosphatase, fluorescence intensity; higher % means a stronger effect; in the data active = inhibition above about 50%;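 note: plate controls were vehicle with enzyme for no effect and no enzyme for full effect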
HIV fusion peptide – inhibitors of HIV fusion peptide binding, primary screen, biochemical, uHTS, fluorescence dequenching (AID 1986). cell-free peptide binding, fluorescence dequenching, 30 min; higher % means a stronger effect. inhibition, % at 20 µM, or IC50 in µM where a hit was titrated. 0.3% of 290,000 active; in the data active = inhibition mostly above about 52%, no sharp cut-off; inactive = mostly below about 76%; note: some results filed as inactive read as strong as hits
NTR1 agonist cell count 20 µM – second read-out of NTR1 agonist, no call of its own (marks repeat the call); cell count; measured here: cell count, cytotoxicity flag
Myeloid diff 2 GFP+ MAC1+ % – second read-out of Myeloid diff 2, no call of its own (marks repeat the call); GFP+ MAC1+ double positive, %; measured here: differentiation confirmed by MAC1 staining
Starred values were filed as active, the others as inactive; i = inactive; u = inconclusive; x = no result given. Random draw from the library. Share with any hit: about 2.4%.

Compound,GPR55 LPI antagonism,LYP phosphatase,Myeloid diff 2 GFP+ MAC1+ %,HIV fusion peptide,PhoP inhibition,NTR1 agonist,SIAH1 antagonists,Rac1 GTP hydrolysis,NTR1 agonist cell count 20 µM,GPR35 arrestin U2OS,Myeloid diff 2
COc1ccc(C(C)NC(=O)C2CCCC2)cc1 (configuration not stated),2%,-4%,0.2,0.1%,7%,-0.6,9%,7%,68,-2%,i
Cn1c(=O)oc2cc(S(=O)(=O)NCCC(=O)NCCc3ccc(Cl)cc3)ccc21,-4%,0%,0.8,2.9%,0%,-1.5,-3%,7%,63,3%,i
Cc1ccc(C)c(C(=O)CN2Cc3ccccc3C2=O)c1,8%,-9%,0.5,1.8%,-2%,-0.4,12%,8%,39,-6%,i
CCOC(=O)c1c(C)[nH]c(C2=NNC(=NC3CC3)SC2)c1C,12%,-7%,0.4,-1.5%,5%,2.2,-8%,17%,35,0%,i
COc1ccc(NC(=O)CCN2CCN(S(=O)(=O)c3cc(Cl)ccc3Cl)CC2)cc1,-8%,-2%,7.1,24%,8%,-1.0,1%,-2%,42,10%,i
COc1ccc(C2CC(=O)Nc3ccccc3S2(=O)=O)cc1OC (configuration not stated),-5%,-4%,1.0,6.1%,-4%,1.4,-12%,11%,33,10%,i
Cc1sc(NC(=O)CN2C(=O)NC3(CCCC3)C2=O)nc1-c1ccc(F)cc1,x,x,0.6,x,5%,1.7,x,8%,48,x,i
O=C(NC(N1CCCC1)C(Cl)(Cl)Cl)c1ccccc1 (configuration not stated),20%,-9%,0.2,-1.1%,12%,-1.9,-2%,2%,71,-5%,i
COc1cccc(/C=N/NC(=O)c2c(-c3ccccc3)noc2C)c1,18%,-5%,1.3,-0.3%,10%,0.8,4%,6%,84,9%,i
COc1cccc(N2CCN(C3CC(=O)N(c4ccc(F)c(Cl)c4)C3=O)CC2)c1 (configuration not stated),-3%,27%,1.0,-3.8%,0%,1.5,1%,7%,49,-6%,i
COC(=O)CCCC(=O)NC1CCCN(C2Cc3ccccc3C2)C1 (configuration not stated),-6%,-2%,0.9,1.2%,-3%,0.9,4%,1%,56,-2%,i
CN(C)CC(O)CN1C(=O)N(CN2C(=O)N(CC(O)CN(C)C)C(=O)C2(C)C)C(C)(C)C1=O (configuration not stated),-2%,-4%,0.1,0.5%,-1%,0.4,13%,x,55,0%,i
COc1cccc(NC(=S)N(CCCN2CCC(C)CC2)Cc2cccs2)c1,13%,2%,0.3,-0.8%,-15%,2.7,1%,0%,50,-13%,i
O=C(C1CCOCC1)N1CCCC(N2CCN(c3ccc(F)cc3)CC2)C1 (configuration not stated),-16%,-10%,2.1,-0.2%,2%,-1.0,-8%,7%,57,4%,i
CCCNC(=O)CS(=O)(=O)Cc1nc(-c2ccccc2C)oc1C,-2%,-3%,3.8,-1.2%,-10%,-0.4,-4%,13%,52,7%,i
CCc1ccc(C2CC(=O)N(c3ccc(F)cc3)C3=C2C(=O)OC3)cc1 (configuration not stated),-16%,-5%,0.1,2.2%,-9%,-1.5,2%,7%,84,-12%,i
O=C(NCc1ccncc1)C(=O)NCC1OCCCN1S(=O)(=O)c1ccccc1 (configuration not stated),0%,-6%,0.4,0.6%,4%,1.9,6%,6%,46,-9%,i
CCOC(=O)Cn1c(=O)oc2cc(S(=O)(=O)Nc3cc(Cl)ccc3OC)ccc21,-2%,-6%,1.2,-2.9%,-4%,-0.9,1%,10%,87,14%,i
Cc1c(NC(=O)/C(C#N)=C/c2ccc(-c3ccc(Cl)c(Cl)c3)o2)c(=O)n(-c2ccccc2)n1C,0%,4%,2.3,-2.3%,5%,5.7,-2%,9%,62,-1%,i
CCC(c1nnnn1Cc1ccccc1)N(Cc1ccco1)Cc1cc2cc(OC)ccc2[nH]c1=O (configuration not stated),8%,1%,0.6,-1.0%,1%,1.6,-1%,13%,38,5%,i
Cn1c(=O)c2c(nc(Cc3ccc(N)cc3)n2C)n(C)c1=O,2%,-1%,0.4,0.0%,-3%,0.4,2%,6%,87,12%,i
OC1c2cc(Br)ccc2N=C2CCCN21 (configuration not stated),23%,-6%,0.7,0.1%,11%,3.5,-18%,15%,85,-1%,i
Cc1ccc(N2CC(=O)N(NC(=O)c3sc4nc(C)cc(C)c4c3N)CC2=O)cc1,13%,-8%,0.5,0.3%,2%,-0.4,14%,5%,51,-1%,i
CCOC(=O)c1cc(-c2ccc(F)cc2)n(CC(=O)NC(C)CC)c1C (configuration not stated),20%,-7%,0.3,-1.1%,-1%,-0.6,6%,2%,84,-1%,i
COc1ccc(C(=O)N2CCC(N3CCN(c4ccccc4)CC3)CC2)cc1,15%,-4%,0.6,28%,0%,2.5,4%,31%,67,13%,i
Cn1cc(CN2CCN(c3ccccc3)CC2)c2ccccc21,-3%,-2%,0.4,2.6%,13%,1.0,0%,8%,75,7%,i
COc1ccc(C(=O)COC(=O)C2CC3CCCC(C2)C3=O)cc1Br (configuration not stated),x,x,0.3,x,-6%,1.0,x,-3%,52,x,i
O=C(N/N=C/c1c(Cl)[nH]c2ccccc12)c1sc2ccccc2c1Cl,9%,6%,0.5,0.7%,2%,42*,-5%,8%,73*,-10%,i
CCC(C)NC(=O)[C@@H]1CSC2c3ccccc3C(=O)N21 (some centres not stated),-2%,-11%,0.7,1.7%,x,-1.1,4%,10%,92,-4%,i
CCOc1ccc2c(c1)/C(=N/N1C(=O)c3ccccc3C1=O)C(=O)N2,39%,-13%,0.2,-0.1%,-6%,0.8,-3%,15%,31,6%,i
O=C(COC(=O)c1cc([N+](=O)[O-])ccc1N1CCOCC1)Nc1ccccc1OC(F)F,x,x,0.5,x,4%,0.1,x,6%,60,x,i
CCCCCC(=O)N1CC2(CC(c3cccc(NC(=O)c4ccccc4)c3)=NO2)C[C@@H]1C(N)=O (some centres not stated),31%,-6%,0.6,-2.3%,1%,0.4,0%,9%,87,1%,i
Cc1sc2c3ccsc3ccc2[n+]1C,-9%,-4%,0.2,-5.0%,-9%,6.1,2%,61%,45,1%,i
COc1ccc(-c2ccc(-c3nnc(-c4cc(OC)ccc4OC)o3)cc2)cc1,-5%,-21%,0.5,1.6%,20%,1.6,2%,2%,87,2%,i
O=C(CCc1ccccc1)N/N=C/c1cccc(O)c1,-2%,-9%,0.3,-1.4%,3%,0.5,15%,1%,52,4%,i
CC(C)CCC(C)NC(=O)c1ccc2nccnc2c1 (configuration not stated),10%,-4%,0.2,-1.4%,-2%,-2.2,-5%,2%,50,-17%,i
CCCCCC(=O)NNC(=S)NC(=O)c1ccccc1[N+](=O)[O-],5%,-4%,0.2,-1.6%,2%,-0.5,-4%,6%,42,10%,i
Cn1c(=O)cc(SCC(=O)NCCC2=CCCCC2)c2cc(Cl)ccc21,12%,1%,1.6,-1.5%,-10%,5.9,-1%,6%,44,-13%,i
CCN(CC)C(=O)c1cn(CCC#N)nc1-c1ccc(F)cc1,5%,0%,1.3,4.2%,-8%,4.1,3%,-6%,63,10%,i
O=C(Nc1nccs1)c1ccc(Cl)c(S(=O)(=O)N2CCCCC2)c1,-1%,-1%,0.2,0.1%,-2%,0.5,0%,3%,60,-7%,i
COc1ccccc1CN(C)C(=O)c1cnc(C)cn1,-6%,-6%,0.5,0.9%,-4%,-2.2,-2%,9%,86,-3%,i
CCC(C)N1CCC(Oc2ccc(C(=O)NCc3ccccn3)cc2)CC1 (configuration not stated),12%,-10%,1.4,1.8%,8%,-0.2,-3%,9%,74,0%,i
COc1ccc(N2CCN(C(=O)c3ccc(N4CCCCS4(=O)=O)cc3)CC2)cc1,-7%,-8%,7.3,1.5%,-3%,0.9,8%,29%,40,-15%,i
CCCn1ncc(CN2CCC(CO)(Cc3ccc(OC)cc3)CC2)c1C,-1%,-6%,0.1,-0.9%,-1%,-0.2,3%,x,62,0%,i
COc1ccc2c(c1OC)CCC2=O,3%,1%,1.1,-2.1%,1%,-0.9,-2%,2%,94,2%,i
CC(C)OC(=O)c1ccc(NC(=O)C2C3CC4OC(=O)C2C4C3)cc1 (configuration not stated),-3%,-4%,0.4,0.9%,4%,-0.3,11%,7%,57,-13%,i
N=C1C(c2nc3ccccc3s2)=C(O)CN1Cc1ccccc1,3%,-1%,x,0.1%,-6%,0.1,10%,1%,44,3%,u
Cc1cc(O)c(C=Nc2cccc(Cl)c2)c(=O)o1,2%,3%,2.4,14%,1%,-2.0,-5%,8%,80,-2%,i
COC(=O)CCSCC(=O)Nc1ccc(S(=O)(=O)N2CCOCC2)cc1OC,5%,-7%,2.0,0.8%,-8%,0.7,2%,-11%,50,9%,i
CC(=O)Nc1ccc(NC(=O)C(C)Sc2nc3ccccc3c(=O)n2Cc2ccco2)cc1 (configuration not stated),x,x,0.4,x,-9%,-0.4,x,4%,57,x,i
COc1ccc(NS(=O)(=O)c2ccc(NC(=O)C3CC3)cc2)cc1,1%,-4%,x,0.6%,1%,0.3,5%,3%,59,12%,x
COCCN(C(=O)c1ccccc1)c1nc(-c2ccc(OC)cc2)cs1,-8%,-6%,0.9,1.1%,-4%,4.3,-2%,8%,82,-7%,i
O=C(COc1ccc(Br)cc1)Nc1nnc(-c2cccnc2)s1,9%,-6%,x,-1.1%,-5%,-0.4,8%,x,68,13%,x
CC(CN1CCCCC1)C(=O)NNC(=O)C12CC3CC(CC(C3)C1)C2 (configuration not stated),-8%,-7%,0.9,-0.9%,0%,-0.9,-4%,0%,62,-12%,i
COC(=O)N/N=C/c1ccc(-c2ccc(Cl)cc2Cl)o1,-6%,-4%,0.4,-0.2%,-6%,0.7,-4%,1%,41,3%,i
O=C(Nc1nccs1)c1cc(S(=O)(=O)N2CCOCC2)ccc1Cl,21%,-4%,0.9,-1.8%,-6%,-1.3,3%,0%,53,5%,i
O=c1c2[nH]c3ccc(F)cc3c2nc2n1CCS2,11%,-28%,0.1,1.6%,0%,1.0,-1%,5%,54,-3%,i
CCCn1c(=O)c(-c2nc3ccccc3[nH]2)c(O)c2ccccc21,5%,-11%,0.1,1.3%,-1%,2.6,1%,4%,46,10%,i
Cc1ccc(CSc2nc3ccsc3c(=O)n2Cc2ccccn2)cc1,-7%,-5%,0.3,0.2%,-9%,1.0,5%,11%,56,-8%,i
